NR1D1 modulator = modulators of Rev-erb alpha DNA binding, primary screen, biochemical, FITC-DNA, fluorescence polarization, uHTS | actives 0.79% (n = 370,000) | Nuclear receptor subfamily 1 group D member 1 (Homo sapiens), P20393 | Rev-erbα–FITC-DNA binding, 90 min | activity, % at 10 µM;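 active = activity above about 14%, limit read from the data; passing the limit was not always enough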;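 also: 0% = DMSO wells with 35 nM protein and 100% = DMSO wells with 750 nM protein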
ADAM17 inh = ADAM17 inhibitors, primary screen, biochemical, QFRET; AID 720648, 2013; inhibition, % at 6.95 µM; recombinant ADAM17, EDANS/DABCYL FRET peptide cleavage; actives 0.83% (n = 370,000); Disintegrin and metalloproteinase domain-containing protein 17 (Homo sapiens), P78536;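 active = inhibition above the mean of compounds lying between control limits plus 3 SD, set per campaign, cut at about 8.5% in these data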;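 also: 0% = DMSO-only wells as the low control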
PLC-beta3 inh = human PLC-beta3 inhibitors, primary screen, biochemical, fluorescence; Purified PLC-beta3, fluorogenic substrate; actives 0.18% (n = 370,000); 1-phosphatidylinositol 4,5-bisphosphate phosphodiesterase beta-3 (Homo sapiens), Q01970; inhibition, % at 12.2 µM; in the data active = inhibition above about 11%;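 also: 0% = median of compound wells on plate and 100% = full blocker control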
MBD2 DNA inh = inhibitors of MBD2 binding to methylated DNA, primary screen, biochemical, TR-FRET, DNA-binding domain, human; inhibition, % at 4.4 µM; actives 0.31% (n = 370,000); AID 686964, 2013; MBD2 binding to methylated oligonucleotide; Methyl-CpG-binding domain protein 2 (Homo sapiens), Q9UBB5; in the data active = inhibition above about 13%
Target sequence (Q9UBB5 whole entry, looked up, the tested form may be a part): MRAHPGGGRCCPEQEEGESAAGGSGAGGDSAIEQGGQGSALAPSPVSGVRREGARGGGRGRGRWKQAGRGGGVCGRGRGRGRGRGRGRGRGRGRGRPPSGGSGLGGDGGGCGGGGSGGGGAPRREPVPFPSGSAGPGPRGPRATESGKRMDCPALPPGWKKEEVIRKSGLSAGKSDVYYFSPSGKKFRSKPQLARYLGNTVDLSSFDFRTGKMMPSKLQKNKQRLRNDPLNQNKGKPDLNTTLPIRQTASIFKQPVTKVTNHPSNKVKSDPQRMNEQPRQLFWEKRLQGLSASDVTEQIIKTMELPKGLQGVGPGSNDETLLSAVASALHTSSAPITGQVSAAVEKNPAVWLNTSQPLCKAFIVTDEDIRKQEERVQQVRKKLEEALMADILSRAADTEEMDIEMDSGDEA
hgDAF12 agonist = H. glycines DAF-12 receptor agonists, primary screen, cell-based, luminescence, HEK293, GAL4 fusion, UAS-luciferase; Nuclear hormone receptor DAF-12 (Heterodera glycines), GAL4 fusion; HEK293 GAL4-hgDAF12 UAS-luciferase reporter, agonist luminescence; normalized to butyrate control; activation, % at 6.8 µM; actives 1.8% (n = 370,000);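 active = activation above a cutoff set at the mean of all screened compounds plus 3 SD, cut at about 10% in these data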;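 also: 0% = DMSO wells and 100% = sodium butyrate wells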
SMARCA2 activ = SMARCA2 (BRM) function activators, primary screen, cell-based, luminescence, high throughput | MG213 cells, MMTV-luciferase reporter, dexamethasone, overnight | activation, % at 9.1 µM | actives 1% (n = 370,000); in the data active = activation above about 7.8%;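 also: 0% = vehicle wells and 100% = reference activator wells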
PLCg1 inh = PLC-gamma1 enzyme inhibitors, primary screen, biochemical, fluorescence, purified enzyme. 1-phosphatidylinositol 4,5-bisphosphate phosphodiesterase gamma-1 (Homo sapiens), P19174. fluorogenic substrate. inhibition, % at 12.2 µM. actives 0.84% (n = 370,000); in the data active = inhibition above about 9.5%
ssDAF-12 act = S. stercoralis DAF-12 nuclear receptor activators, primary screen, cell-based, luminescence, HEK293, GRIP1 co-expression, lit1-tk-luc | HEK293 ssDAF-12/GRIP1 lit1-tk-luc reporter; % of 3 µM dafachronic acid response | activation, % at 6.8 µM | AID 652126, 2013 | actives 1% (n = 370,000) | Nuclear hormone receptor DAF-12 (Strongyloides stercoralis);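 active = activation above the mean over all tested compounds plus 3 SD, cut at about 0.9% in these data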;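 also: 0% = DMSO-only wells and 100% = 3 µM delta7-dafachronic acid wells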
hcDAF-12 act = H. contortus DAF-12 nuclear receptor activators, primary screen, cell-based, luminescence, HEK293, lit1-tk-luc reporter; actives 1.4% (n = 370,000); activation, % at 6.8 µM; AID 652067, 2013; HEK293 hcDAF-12 lit1-tk-luc reporter; 0% DMSO, 100% Δ7-dafachronic acid;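 active = activation above the mean of all tested compounds plus 3 SD, cut at about 5.5% in these data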;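 also: 100% = response to 3 µM Δ7-dafachronic acid high control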
DAX1 inh-1 = DAX1 (NR0B1) inhibitors on StAR promoter, primary screen, cell-based, luminescence, SF-1 (NR5A1), full-length DAX-1; HEK293T StAR-luciferase reporter, SF-1/DAX-1 repression relief; inhibition, % at 6.8 µM; actives 1.1% (n = 370,000); AID 652010, 2013;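 active = inhibition above the mean over all tested compounds plus 3 SD, cut at about 3.6% in these data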;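 also: 0% = DAX-1 cells with DMSO and 100% = cells lacking DAX-1 with DMSO; higher inhibition means more luminescence from relief of DAX-1 repression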
DAX1 inh-2 = DAX1 (NR0B1) inhibitors, primary screen, cell-based, HEK293, Gal4-DAX1, luciferase luminescence | HEK293 Gal4-DAX1 luciferase reporter | Nuclear receptor subfamily 0 group B member 1 (Homo sapiens), P51843 | actives 0.99% (n = 340,000) | AID 504766, 2011 | inhibition, % at 6.75 µM;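 active = inhibition above the mean over all tested compounds plus 3 SD, cut at about 4.2% in these data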;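 also: 0% = DAX1-transfected cells with DMSO and 100% = empty-vector control cells with DMSO; inhibition shows as a rise in luminescence from relieved DAX1 repression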
Target sequence (P51843 207-470 limits assumed): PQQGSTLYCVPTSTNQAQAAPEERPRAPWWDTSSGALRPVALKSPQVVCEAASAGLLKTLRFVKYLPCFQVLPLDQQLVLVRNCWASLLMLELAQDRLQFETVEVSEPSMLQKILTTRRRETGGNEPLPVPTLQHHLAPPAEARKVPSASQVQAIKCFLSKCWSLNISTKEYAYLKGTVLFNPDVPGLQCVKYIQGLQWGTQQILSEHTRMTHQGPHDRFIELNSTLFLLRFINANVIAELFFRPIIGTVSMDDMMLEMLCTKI
An asterisk follows results filed as active. This is a random part of the collection; 7.4% or so of the library scored in one or more.

COc1cc(OC)cc(C(=O)Nc2cccc(NC(=O)c3ccccc3)c2)c1 was read as NR1D1 modulator 6.3, ADAM17 inh -0.8, PLC-beta3 inh -4.6, MBD2 DNA inh 8.8, hgDAF12 agonist -2.7, SMARCA2 activ -1.2, PLCg1 inh -5.1, ssDAF-12 act -1.4, hcDAF-12 act -3.6, DAX1 inh-1 -0.4 and DAX1 inh-2 -0.9.
Screening CC(=O)NCc1ccc(C(=O)CCl)cc1 returned NR1D1 modulator -2.4, ADAM17 inh 3.0, PLC-beta3 inh -4.2, MBD2 DNA inh 0.2, hgDAF12 agonist 1.2, SMARCA2 activ 5.7, PLCg1 inh -0.6, ssDAF-12 act -0.7, hcDAF-12 act 0.0, DAX1 inh-1 -2.0 and DAX1 inh-2 0.0.
CCOc1ccc(NC(=O)CN(C)C(=O)C2=COCCO2)cc1OCC was read as NR1D1 modulator -3.0, ADAM17 inh -2.4, PLC-beta3 inh 3.3, MBD2 DNA inh 1.0, hgDAF12 agonist 1.3, SMARCA2 activ -1.5, PLCg1 inh -2.4, ssDAF-12 act -0.1, hcDAF-12 act -0.1, DAX1 inh-1 -0.9 and DAX1 inh-2 -0.2.
For CC(=O)c1cc2c(cc1NC(=O)Cn1nc(C)c(C)c(C#N)c1=O)OCO2 the results were NR1D1 modulator 12.0, ADAM17 inh -3.8, PLC-beta3 inh -0.4, MBD2 DNA inh -3.1, hgDAF12 agonist 1.2, SMARCA2 activ 2.8, PLCg1 inh 1.0, ssDAF-12 act -0.7, hcDAF-12 act -1.3, DAX1 inh-1 1.3 and DAX1 inh-2 0.5.
`COC(=O)C(N)CCCCN` (stereo not drawn) gave NR1D1 modulator 3.3, ADAM17 inh -2.5, PLC-beta3 inh 2.9, MBD2 DNA inh 0.2, hgDAF12 agonist 4.6, SMARCA2 activ -0.6, PLCg1 inh 2.2, ssDAF-12 act -0.6, hcDAF-12 act -0.7, DAX1 inh-1 1.9 and DAX1 inh-2 1.4.
`Cc1ccc(/C=C2\SC(=S)N(NS(=O)(=O)c3ccc(C)cc3)C2=O)cc1` gave NR1D1 modulator 3.5, ADAM17 inh 1.1, PLC-beta3 inh -1.8, MBD2 DNA inh -5.2, hgDAF12 agonist -0.1, SMARCA2 activ 0.7, PLCg1 inh 0.6, ssDAF-12 act -1.1, hcDAF-12 act -1.5, DAX1 inh-1 0.0 and DAX1 inh-2 0.0.
For CCc1ccc(-c2cc(C(=O)NCc3ccccn3)c3ccccc3n2)cc1 the results were NR1D1 modulator 0.8, ADAM17 inh -176.9, PLC-beta3 inh -86.9, MBD2 DNA inh -0.2, hgDAF12 agonist 7.9, SMARCA2 activ 1.1, PLCg1 inh -68.7, ssDAF-12 act -1.1, hcDAF-12 act 1.0, DAX1 inh-1 0.7 and DAX1 inh-2 0.0.
COc1ccc(NC(=O)Nc2ccc3c(c2)C(=O)N([C@H](C)CO)C[C@H](C)[C@@H](CN(C)S(=O)(=O)c2ccccc2)O3)cc1 was read as NR1D1 modulator -3.0, ADAM17 inh 0.6, PLC-beta3 inh -2.3, MBD2 DNA inh 2.0, hgDAF12 agonist -3.1, SMARCA2 activ -0.3, PLCg1 inh 0.8, ssDAF-12 act -1.1, hcDAF-12 act -0.3, DAX1 inh-1 -0.4 and DAX1 inh-2 -0.9.
For Cc1ccccc1Cn1cc(NC(=O)c2noc3c2CC(C(C)(C)C)CC3)cn1 (stereo not drawn) the results were NR1D1 modulator -0.8, ADAM17 inh -2.2, PLC-beta3 inh -1.2, MBD2 DNA inh 1.4, hgDAF12 agonist -1.5, SMARCA2 activ -1.4, PLCg1 inh -0.8, ssDAF-12 act -1.5, hcDAF-12 act 0.7, DAX1 inh-1 0.3 and DAX1 inh-2 -0.3.
Screening CC1CCN(c2nc3ccc(C(=O)N4CCN(Cc5ccc6c(c5)OCO6)CC4)cc3s2)CC1 returned NR1D1 modulator -6.5, ADAM17 inh -2.3, PLC-beta3 inh 4.2, MBD2 DNA inh -2.9, hgDAF12 agonist -1.5, SMARCA2 activ -2.7, PLCg1 inh 2.4, ssDAF-12 act -1.9, hcDAF-12 act -2.7, DAX1 inh-1 -2.6 and DAX1 inh-2 -3.2.
Cc1cc(N2C(=O)C(O)=C(C(=O)c3ccc(C)o3)C2c2cccc(Cl)c2)no1 (stereo not drawn) was read as NR1D1 modulator -2.4, ADAM17 inh -13.7, PLC-beta3 inh -88.7, MBD2 DNA inh 3.3, hgDAF12 agonist -0.5, SMARCA2 activ -2.7, PLCg1 inh -62.3, ssDAF-12 act -1.2, hcDAF-12 act 0.4, DAX1 inh-1 0.4 and DAX1 inh-2 0.1.
Cn1nc(C(=O)NCC(=O)Nc2ccc(F)c(F)c2)ccc1=O was read as NR1D1 modulator -1.0, ADAM17 inh -2.4, PLC-beta3 inh -1.8, MBD2 DNA inh -2.7, hgDAF12 agonist -0.9, SMARCA2 activ -5.1, PLCg1 inh 3.8, ssDAF-12 act -0.5, hcDAF-12 act 0.8, DAX1 inh-1 -0.8 and DAX1 inh-2 1.1.
`CCN(Cc1ccccc1)S(=O)(=O)c1c(C)[nH]c(C)c1C(=O)N1CCCCC1` gave NR1D1 modulator -0.4, ADAM17 inh -2.7, PLC-beta3 inh -9.3, MBD2 DNA inh 14.2*, hgDAF12 agonist 1.6, SMARCA2 activ -1.4, PLCg1 inh 0.0, ssDAF-12 act -1.3, hcDAF-12 act -2.0, DAX1 inh-1 0.1 and DAX1 inh-2 -0.4.
`Cc1ccccc1Cn1nc(C)c(NC(=O)c2noc3c2CCc2ccccc2-3)c1C` gave NR1D1 modulator -2.5, ADAM17 inh 6.2, PLC-beta3 inh 2.8, MBD2 DNA inh -3.4, hgDAF12 agonist 0.0, SMARCA2 activ -2.5, PLCg1 inh 2.3, ssDAF-12 act -1.7, hcDAF-12 act -4.8, DAX1 inh-1 -2.6 and DAX1 inh-2 -1.7.
Screening Nc1cc(Cl)nc(N/N=C/c2c(O)ccc3ccccc23)n1 returned NR1D1 modulator 13.5, ADAM17 inh -0.3, PLC-beta3 inh -33.4, MBD2 DNA inh 6.9, hgDAF12 agonist 15.4*, SMARCA2 activ -0.5, PLCg1 inh -24.8, ssDAF-12 act 0.2, hcDAF-12 act 4.2, DAX1 inh-1 2.1 and DAX1 inh-2 2.6.
For CC(C)(C)OC(=O)N1CCC(c2c(C(=O)NCC3CCN(C4CCCC4)C3)cnn2-c2cccc(Cl)c2)CC1 (stereo not drawn) the results were NR1D1 modulator -1.4, ADAM17 inh -4.3, PLC-beta3 inh -4.4, MBD2 DNA inh -5.4, hgDAF12 agonist -1.5, SMARCA2 activ -1.2, PLCg1 inh 0.6, ssDAF-12 act -1.0, hcDAF-12 act -1.9, DAX1 inh-1 0.4 and DAX1 inh-2 0.5.
`Clc1ccc(-c2ccnc(Oc3cc(Cl)ccc3Cl)n2)cc1` gave NR1D1 modulator 35.3*, ADAM17 inh -1.5, PLC-beta3 inh 1.0, MBD2 DNA inh 1.9, hgDAF12 agonist -0.1, SMARCA2 activ -1.2, PLCg1 inh -1.1, ssDAF-12 act -1.2, hcDAF-12 act -0.5, DAX1 inh-1 -0.4 and DAX1 inh-2 0.1.
CC(=O)c1cc(CN2CCN(C(C)C)C(CCO)C2)cs1 (stereo not drawn) was read as NR1D1 modulator -3.9, ADAM17 inh 2.3, PLC-beta3 inh -0.6, MBD2 DNA inh -4.2, hgDAF12 agonist -1.8, SMARCA2 activ -4.6, PLCg1 inh 0.9, ssDAF-12 act -1.7, hcDAF-12 act -0.5, DAX1 inh-1 1.6 and DAX1 inh-2 0.2.
`CCCCOC(=O)CSc1nc(N)c(C#N)c(-c2ccc(OC)cc2)c1C#N` gave NR1D1 modulator 52.6*, ADAM17 inh -1.7, PLC-beta3 inh -0.4, MBD2 DNA inh -7.2, hgDAF12 agonist 2.5, SMARCA2 activ 0.4, PLCg1 inh -2.9, ssDAF-12 act -0.4, hcDAF-12 act -0.9, DAX1 inh-1 0.7 and DAX1 inh-2 -0.7.
`O=C(CN1C(=O)NC2(CCCCCC2)C1=O)c1ccccc1` gave NR1D1 modulator 0.8, ADAM17 inh -3.4, PLC-beta3 inh -8.0, MBD2 DNA inh 3.9, hgDAF12 agonist -0.1, SMARCA2 activ -1.0, PLCg1 inh 2.8, ssDAF-12 act -1.2, hcDAF-12 act -1.0, DAX1 inh-1 -0.6 and DAX1 inh-2 -0.2.
For COc1ccc(NC(=O)CN2C(=O)NC(C)(c3ccc(C)cc3)C2=O)cn1 (stereo not drawn) the results were NR1D1 modulator 0.2, ADAM17 inh -5.1, PLC-beta3 inh -3.4, MBD2 DNA inh 1.0, hgDAF12 agonist 0.7, SMARCA2 activ 0.6, PLCg1 inh -0.3, ssDAF-12 act -1.1, hcDAF-12 act -1.9, DAX1 inh-1 0.1 and DAX1 inh-2 -0.1.
CC1CCC(N2CCNCC2)CC1 (stereo not drawn) was read as NR1D1 modulator 3.0, ADAM17 inh 1.6, PLC-beta3 inh 3.7, MBD2 DNA inh 3.2, hgDAF12 agonist 1.6, SMARCA2 activ 5.4, PLCg1 inh 2.7, ssDAF-12 act -1.1, hcDAF-12 act 0.2, DAX1 inh-1 0.1 and DAX1 inh-2 2.8.
Screening CSc1ccc2nnc(-c3cccc(F)c3)n2n1 returned NR1D1 modulator 10.2, ADAM17 inh -12.0, PLC-beta3 inh -21.4, MBD2 DNA inh -0.5, hgDAF12 agonist 1.8, SMARCA2 activ 0.8, PLCg1 inh -14.2, ssDAF-12 act -1.5, hcDAF-12 act -0.9, DAX1 inh-1 -1.1 and DAX1 inh-2 -0.5.

2 successive records from above, quoted:
CC1CCC(N2CCNCC2)CC1 (stereo not drawn) was read as NR1D1 modulator 3.0, ADAM17 inh 1.6, PLC-beta3 inh 3.7, MBD2 DNA inh 3.2, hgDAF12 agonist 1.6, SMARCA2 activ 5.4, PLCg1 inh 2.7, ssDAF-12 act -1.1, hcDAF-12 act 0.2, DAX1 inh-1 0.1 and DAX1 inh-2 2.8.
Screening CSc1ccc2nnc(-c3cccc(F)c3)n2n1 returned NR1D1 modulator 10.2, ADAM17 inh -12.0, PLC-beta3 inh -21.4, MBD2 DNA inh -0.5, hgDAF12 agonist 1.8, SMARCA2 activ 0.8, PLCg1 inh -14.2, ssDAF-12 act -1.5, hcDAF-12 act -0.9, DAX1 inh-1 -1.1 and DAX1 inh-2 -0.5.

High-throughput results deposited in PubChem by several laboratories.
